Mdm2-MdmX inh: inhibitors of human Mdm2-MdmX association, primary screen, cell-based, luminescence, split luciferase, SaOS-2, uHTS | SaOS-2 split-luciferase Mdm2/MdmX complementation | 330,000 compounds, 3% hits | AID 485346, 2010 | inhibition, % at 8 µM | Protein Mdm4 (Homo sapiens) + E3 ubiquitin-protein ligase Mdm2 (Homo sapiens), …;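 active means inhibition of at least 50% at 8 µM in the primary screen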
697 NFkB inh: inhibitors of PMA/ionomycin-induced NF-kB reporter, 697 cells, primary screen, B-cell NF-kB inhibitor project, cell-based, luminescence, uHTS; 697 B-cell NF-kB luciferase reporter, 16 h; inhibition, % at 4 µM; 330,000 compounds, 0.33% hits; in the data active means inhibition above about 35%
XBP1 UPR activ: activators of adaptive XBP1 UPR arm, primary screen, cell-based, CHO-XBP1 luciferase reporter, luminescence, uHTS | activation, % at 20 µM | 330,000 compounds, 0.33% hits | IRE1-XBP1 UPR activation; percent of tunicamycin response, DMSO as zero;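 active means versus positive control, 20 µM dose yields 30% or more activation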;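 further: 100% = tunicamycin at 10 µg/mL and 0% = DMSO only wells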
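Signal: luciferase luminescence; Assay system: CHO-XBP1 luciferase reporter cells; Amount: one thousand reporter cells per well; Dosing: 20 µM single concentration, DMSO 1%; Benchmarks: high control tunicamycin 10 µg/mL final, low control DMSO vehicle only; Schedule: 6 h compound exposure at 37 °C, 5% CO2; Evaluation: percent activation relative to tunicamycin reference.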
CXCR6 inh: CXCR6 receptor inhibitors, primary screen, cell-based, beta-arrestin, luminescence, CHO-K1 PathHunter, 1536-well; C-X-C chemokine receptor type 6 (Homo sapiens), O00574; inhibition, % at 20 µM; 360,000 compounds, 0.36% hits; in the data active means inhibition above about 34%, passing the limit was not always enough;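 further: antagonist mode with CXCL16 agonist at 10 nM final; 0% = 10 nM CXCL16 with DMSO and 100% = unstimulated wells without agonist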
CCR6 antag: CCR6 receptor antagonists, primary screen, cell-based, CHO-K1, luminescence, beta-arrestin, uHTS; CHO-K1 CCR6 PathHunter beta-arrestin, CCL20-stimulated; AID 493098, 2011; 340,000 compounds, 0.49% hits; inhibition, % at 20 µM;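 active means compounds whose inhibition of the agonist-driven luminescence signal at 20 µM reaches about 50%, limit read from the data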;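 further: cells stimulated with CCL20 at 14 nM final; plate controls were DMSO with CCL20 for no effect and DMSO without agonist for full effect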
Target sequence (P51684 whole entry, looked up): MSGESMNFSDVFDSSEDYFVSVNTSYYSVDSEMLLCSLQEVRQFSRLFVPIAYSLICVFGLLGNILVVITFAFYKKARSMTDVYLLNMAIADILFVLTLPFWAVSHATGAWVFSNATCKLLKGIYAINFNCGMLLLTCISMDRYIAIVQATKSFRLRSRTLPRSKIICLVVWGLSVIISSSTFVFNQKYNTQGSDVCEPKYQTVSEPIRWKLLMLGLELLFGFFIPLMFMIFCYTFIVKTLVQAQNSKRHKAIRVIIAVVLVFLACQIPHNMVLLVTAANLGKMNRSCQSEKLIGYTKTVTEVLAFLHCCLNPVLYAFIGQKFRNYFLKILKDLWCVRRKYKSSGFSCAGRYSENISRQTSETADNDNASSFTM
Gli-Sufu block: Gli-Sufu pathway antagonists, primary screen, luciferase luminescence, Sufu-KO-LIGHT cells, uHTS | Sufu-KO-LIGHT fibroblasts, Gli luciferase reporter luminescence | inhibition, % at 5 µM | 340,000 compounds, 0.74% hits | AID 588413, 2011;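 active means inhibition above about 55%, limit read from the data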;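 further: 0% = DMSO-treated cells and 100% = wells with medium but no cells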
EBI2 block: EBI2 receptor antagonists, beta-arrestin recruitment, primary screen, cell-based, luminescence, 7a,25-OHC stimulation, uHTS; 7a,25-OHC stimulated; inhibition, % at 5 µM; 360,000 compounds, 0.81% hits; in the data active means inhibition above about 38%;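 further: enzyme fragment complementation signal reports receptor beta-arrestin coupling in cells; 0% = agonist plus DMSO wells and 100% = wells without agonist; some results beyond the cut were filed as inactive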
Target sequence (P32249 whole entry, looked up, the tested form may be a part): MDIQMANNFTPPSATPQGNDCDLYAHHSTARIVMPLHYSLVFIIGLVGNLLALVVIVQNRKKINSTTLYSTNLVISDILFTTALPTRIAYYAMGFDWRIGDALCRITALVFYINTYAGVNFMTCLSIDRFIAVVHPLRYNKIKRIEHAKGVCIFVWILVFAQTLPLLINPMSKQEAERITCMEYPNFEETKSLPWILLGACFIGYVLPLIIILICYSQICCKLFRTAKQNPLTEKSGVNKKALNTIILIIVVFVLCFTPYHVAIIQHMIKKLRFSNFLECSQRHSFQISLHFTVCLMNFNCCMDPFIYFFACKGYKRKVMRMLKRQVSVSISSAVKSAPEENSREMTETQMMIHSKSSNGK
UPR CHOP act: activators of apoptotic CHOP UPR arm, primary screen, cell-based, CHO-CHOP luciferase reporter, luminescence, uHTS; UPR activation; percent of tunicamycin response over DMSO baseline; activation, % at 10 µM; 330,000 compounds, 0.34% hits;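 active means at 10 µM dose, activation of 40% or more, normalized to positive control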;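 further: 100% = tunicamycin at 10 µg/mL and 0% = DMSO alone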
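Dosing – one dose, 10 µM in 0.5% DMSO · System – CHO-CHOP cells, stable luciferase reporter of PERK-eIF2a-CHOP signalling · Input – 500 cells/well · Control set – tunicamycin 10 µg/mL final as positive, DMSO-only wells as negative · Timing – 6 h compound treatment, 37 °C · Measure – % activation vs tunicamycin · Technique – luminescence read with Steady-Glo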
Jurkat NFkB inh: inhibitors of induced NF-kB luciferase reporter, primary screen, TCR NF-kB activation inhibitor project, cell-based, luminescence, uHTS; 330,000 compounds, 0.53% hits; Jurkat, PMA/ionomycin-induced NF-kB luciferase reporter; inhibition, % at 4 µM; in the data active means inhibition above about 50%
* marks the source's active call; other numbers are inactive results; . = no result given.

compound,Mdm2-MdmX inh,697 NFkB inh,XBP1 UPR activ,CXCR6 inh,CCR6 antag,Gli-Sufu block,EBI2 block,UPR CHOP act,Jurkat NFkB inh
O=C1COc2ccc(C(=O)COC(=O)/C=C/c3ccco3)cc2N1,32,11,1,7,-2,-4,-3,0.3,2
Cn1cc(Br)c(C(=O)NC2CCCCC2)n1,-1,7,-4,0,-8,-6,-8,1.4,0
CCN(CC)c1ccc(C(=O)OCC(=O)Nc2cc(C)on2)cc1,-11,-1,-1,4,4,7,5,-1.2,6
CC1(C)OC(=O)C=C[C@]2(C)[C@H]3CC[C@@]4(C)[C@H](c5ccoc5)OC(=O)[C@H]5O[C@]54[C@]3(C)C(=O)C[C@@H]12,9,10,-1,5,15,0,2,-0.5,-5
O=C(CN1C(=O)CCC1=O)Nc1nc(-c2nc3ccccc3s2)cs1,-94,-12,-4,-5,-14,-43,1,2.8,-69
Cc1ccc(S(=O)(=O)NCC(=O)NCc2cc(=O)n(C)c(=O)n2C)cc1C,-5,2,-4,8,13,12,-13,-0.6,2
O=C(NCCCCCCNC(=O)c1cccs1)c1cccs1,19,-17,-1,0,1,-9,-11,-1.9,-5
O=C(Nc1ccccc1Sc1ccccc1)c1ccccc1F,-64,-32,1,7,2,-8,8,2.2,-2
CCOC(=O)c1cnc(-n2nc(C)cc2C)nc1NCCc1ccccc1,16,-27,16,18,30,29,25,37,-6
O=C(CCN1C(=O)c2ccccc2S1(=O)=O)N1CCN(c2ccc(F)cc2)CC1,6,-5,-2,-5,10,-6,-15,0.3,9
CC1=NNC(=O)C1Cc1ccccc1C (stereo unspecified),-29,7,4,-1,5,.,2,-0.6,18
COc1cc(C2C(C(=O)c3ccco3)=C(O)C(=O)N2CC2CCCO2)ccc1O (stereo unspecified),8,2,-1,-4,-3,10,-6,0.7,6
O=C(NCC1CCCO1)c1ccc2c(c1)N(Cc1ccccc1)C(=O)CS2=O (stereo unspecified),11,8,-3,-3,7,-10,-8,-1.3,12
O=C1OCC2=C1C(c1ccc3c(c1)OCO3)Sc1ccccc1N2 (stereo unspecified),11,-16,-2,-4,4,1,-2,-0.6,12
O=C(O)c1sccc1SCc1ccc(Cl)cc1Cl,-3,10,-2,-2,-6,-13,-9,-1.1,7
CC1(C)Cc2c(c(-c3ccco3)[nH]c(=O)c2C#N)CS1,-4,-1,0,6,3,21,-8,-1.3,-2
CCC(C)NC(=O)C1CCC(CNS(=O)(=O)c2cccc3nsnc23)CC1 (stereo unspecified),4,-16,-3,5,0,-12,-4,0.1,3
CC1CCN(S(=O)(=O)c2cccc(C(=O)NNC(=O)c3ccco3)c2)CC1,3,21,1,-17,4,4,-5,2.2,-3
COc1ccc(NS(=O)(=O)c2cnc[nH]2)cc1,9,2,-9,-15,6,-4,-3,-1.8,9
CCOc1ccc(S(=O)(=O)N(C)c2ccc(OCC(=O)N3CCOCC3)cc2)cc1,19,3,-1,-5,3,0,3,1.2,-2
COc1cccc(CN(C(=O)CN2C(=O)c3ccccc3S2(=O)=O)C(C(=O)NCC2CCCO2)c2ccco2)c1 (stereo unspecified),13,4,-3,-2,6,-19,3,-1.8,-3
Cc1c(Cl)cccc1NC(=S)N1CCCN(Cc2ccc(F)cc2)C1,12,14,-5,0,17,9,5,-5.3,8
COC(CNC(=O)CCc1c(C)nc2c(c(C)nn2-c2ccc(C)cc2)c1C)OC,16,-13,-3,5,13,2,7,1.9,-26
O=C(NNC(=S)Nc1ccc(F)cc1)c1cccc([N+](=O)[O-])c1,-12,-10,-3,-2,-5,-4,8,0.2,-22
COCCSc1ccccc1C(=O)NCCCn1ccnc1,0,-41,1,1,-7,-2,-6,0.6,-35
Cc1ccc(C)c(-n2c(CNC(=O)c3ccco3)nnc2SCC(=O)Nc2nnc(C)s2)c1,1,-1,-1,4,5,-2,-3,-1.1,-5
CCCCSc1nc(C)c(CC(=O)OC)c(=O)[nH]1,-22,0,0,-11,-19,-4,-4,-1.1,15
Cc1ccc(S(=O)(=O)NCCOc2nc(N(C)C)nc(N3CCOCC3)n2)cc1,12,1,1,2,0,95*,-1,-0.5,-14
CCn1cnc2cc([N+](=O)[O-])ccc21,-8,5,-3,-3,21,-7,-4,0.1,-17
Cn1c2ccccc2c(=O)c2cc(NCCCN3CCOCC3)ccc21,-112,-110,3,-11,6,-22,-11,1.7,-9
Cc1cc(C)c(S(=O)(=O)Oc2ccccc2[N+](=O)[O-])c(C)c1,.,.,.,12,19,5,15,.,.
CCOc1ccc(NC(=S)NC(=O)Cc2ccccc2)cc1,3,2,-3,6,5,29,-8,1.2,-10
CC1(C)C2CCC1(CS(=O)(=O)NCc1ccc(Cl)cc1Cl)C(=O)C2 (stereo unspecified),0,6,-2,0,15,-13,5,-1.0,10
O=C(COC(=O)c1ccncc1)Nc1cc(S(=O)(=O)N2CCOCC2)ccc1Cl,3,10,-1,8,6,.,-9,0.1,2
COc1cccc(CNC(=O)CCc2nnc3ccc(NCCCN4CCCC4=O)nn23)c1,3,-3,-4,2,7,-6,-4,-2.1,-13
Cc1ccc(NC(=O)Cn2nnc(-c3ccccc3-n3cnnn3)n2)c(C)c1,18,20,-1,0,-2,-3,-5,-1.5,7
COc1cccc2c1OCC(CN1CCN(Cc3ccccc3)C(CCO)C1)=C2 (stereo unspecified),10,3,0,13,18,1,12,-2.2,7
Cc1cc(NC(=O)Nc2ccc(Cl)cc2)no1,-8,-73,3,8,2,-13,0,3.5,-34
CCC(C)NC(=O)C1(NC(=O)Nc2ccccc2)CCCCC1 (stereo unspecified),0,1,-3,-2,-4,-8,-14,-2.1,-3
O=C(c1cnn(-c2ccccc2)c1-n1cccc1)N1CCN(C2CCCCC2)CC1,-18,-4,2,-2,-1,3,-3,0.4,0
Cc1ccc(NC(=O)c2cc(-c3ccco3)on2)cc1,-2,22,5,-6,-3,-10,-3,5.7,-11
CCCn1nc(NC(=O)c2cccs2)c2cc3cccc(C)c3nc21,17,-12,-1,-7,11,6,-2,0.0,-23
CNC(=O)c1c(NC(=O)c2ccc(S(=O)(=O)N3CCCCC3C)cc2)sc2c1CCN(C)C2 (stereo unspecified),28,8,2,0,2,13,-5,0.8,3
O=C(Cn1ccc2cc(S(=O)(=O)N3CCCC3)ccc21)NCCc1ccccc1,13,0,1,-1,10,57*,0,-0.6,12
COc1ccccc1CNC(=O)COC(=O)c1ccc(N2CCCC2=O)cc1,-5,4,-1,-1,-2,0,-10,-3.4,-16
COc1ccc(Br)cc1C(=O)Nc1cccc2ncccc12,-1,-9,0,7,0,-4,10,-0.5,-10
CSc1cccc(NC(=O)c2cnn3ccccc23)c1,-94,-108,0,-7,-1,-40,-7,2.6,-137
c1ccc2c(c1)-c1cccc3cncc-2c13,.,.,.,-1,0,13,4,.,.
Cc1nnc(SCC(=O)Nc2ccc3c(c2)OCO3)[nH]c1=O,2,1,-3,-4,7,-3,-4,-1.6,4
O=C(CSc1ncn[nH]1)NCc1ccc(Cl)cc1,15,0,-2,1,9,-4,-8,0.2,-4

Given with values under each structure: entries from further up
Value order – Mdm2-MdmX inh	697 NFkB inh	XBP1 UPR activ	CXCR6 inh	CCR6 antag	Gli-Sufu block	EBI2 block	UPR CHOP act	Jurkat NFkB inh
COc1ccc(Br)cc1C(=O)Nc1cccc2ncccc12
    -1	-9	0	7	0	-4	10	-0.5	-10
Cc1cc(C)c(S(=O)(=O)Oc2ccccc2[N+](=O)[O-])c(C)c1
    .	.	.	12	19	5	15	.	.

Additional records.
compound,Mdm2-MdmX inh,697 NFkB inh,XBP1 UPR activ,CXCR6 inh,CCR6 antag,Gli-Sufu block,EBI2 block,UPR CHOP act,Jurkat NFkB inh
COc1ccc(C(=O)OCC(=O)c2ccccc2)cc1S(=O)(=O)N1CCOCC1,14,19,1,-9,1,4,-18,-0.6,-1
C=CCc1c(C)nc(SC)nc1Nc1ccc(C(C)=O)cc1,-7,-29,3,22,-1,-23,1,5.2,-35
O=C(c1cc(S(=O)(=O)N2CCOCC2)ccc1Cl)N1CCOCC1,15,5,-2,-1,-4,-4,-7,2.5,-1
CCOCCCNC(=O)CN1C(=O)CSc2ccc(S(=O)(=O)N3CCOCC3)cc21,15,6,-1,-2,3,43,-10,-1.4,-6
COc1ccc2oc(C(=O)OCC(=O)N(C)C3CCS(=O)(=O)C3)c(C)c2c1 (stereo unspecified),17,-19,1,-10,-2,-5,-7,2.2,1
Cc1cccc(C)c1OCCn1nc(C(=O)O)c2ccccc2c1=O,19,-152,1,8,4,1,6,-2.2,0
O=C(NCCN1CCCC1)c1ccccc1Cl,-3,8,-1,-7,-1,8,-6,0.8,-3
O=C(c1ccccc1)N1CCN(CCc2ccccn2)CC1,14,13,-4,3,10,-31,-5,-1.6,3

Whole records as entered above. Order of values: Mdm2-MdmX inh | 697 NFkB inh | XBP1 UPR activ | CXCR6 inh | CCR6 antag | Gli-Sufu block | EBI2 block | UPR CHOP act | Jurkat NFkB inh
O=C(Nc1ccccc1Sc1ccccc1)c1ccccc1F is listed as -64 | -32 | 1 | 7 | 2 | -8 | 8 | 2.2 | -2
COCCSc1ccccc1C(=O)NCCCn1ccnc1 is listed as 0 | -41 | 1 | 1 | -7 | -2 | -6 | 0.6 | -35
